Screening results as filed in PubChem.
ALOX15B inhib – blocks human 15-lipoxygenase 2 activity. O15296. purified 15hLO-2, xylenol orange hydroperoxide absorbance. Potency, µM (top dose mostly 57.1 µM), inactives show at the highest dose activity change, negative = inhibition, usual class: inhibitors. 110,000 tested, 0.56% active; further: potency means the concentration at half of the fitted maximal effect; nearly all actives have a fitted effect of over 60% in size; many of its hits are not listed in these tables
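Purified human 15hLO-2 (50 nM) preincubated 15 min with compound, then 45 uM arachidonic acid for 90 min at RT in 25 mM Hepes pH 7.5, 0.01% Triton X-100. Hydroperoxide detected by Fe-xylenol orange; 573/405 nm absorbance ratio.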
PNC assembly inh – perinucleolar compartment assembly inhibition; PC3M PTB-GFP, PNC prevalence imaging, 16 h; active compounds read low; activity change (PNC), negative = inhibition, % at 10 µM; 140,000 tested, 3.1% active; AID 2417;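 active means readout at or below -70, meaning at least 70% loss of cells showing the perinucleolar compartment, a nuclear body marking cancer cells; inconclusive means readout between -30 and a set limit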;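 further: plate controls were DMSO wells for no effect and camptothecin positive control wells for full effect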
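PC3M cells stably expressing PTB-GFP, 750–1000 cells/well, treated 16 h at 37 °C with compound (23 nl of library stock), in duplicate. After paraformaldehyde fixation and Hoechst stain, imaged at 20x; PNC prevalence scored by image analysis.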
12-hLO inh – inhibitors of human 12-lipoxygenase (ALOX12); purified 12-hLO, xylenol orange hydroperoxide absorbance; Potency, µM (series often up to 57.1 µM), inactives show at the top dose activity change, negative = inhibition, usual class: inhibitors; 150,000 tested, 0.12% active; AID 1452; further: potency means the concentration at half of the fitted maximal effect; nearly all actives have a fitted effect of over 55% in size; many of its hits are not listed in these tables
Target sequence (P18054 whole entry, looked up): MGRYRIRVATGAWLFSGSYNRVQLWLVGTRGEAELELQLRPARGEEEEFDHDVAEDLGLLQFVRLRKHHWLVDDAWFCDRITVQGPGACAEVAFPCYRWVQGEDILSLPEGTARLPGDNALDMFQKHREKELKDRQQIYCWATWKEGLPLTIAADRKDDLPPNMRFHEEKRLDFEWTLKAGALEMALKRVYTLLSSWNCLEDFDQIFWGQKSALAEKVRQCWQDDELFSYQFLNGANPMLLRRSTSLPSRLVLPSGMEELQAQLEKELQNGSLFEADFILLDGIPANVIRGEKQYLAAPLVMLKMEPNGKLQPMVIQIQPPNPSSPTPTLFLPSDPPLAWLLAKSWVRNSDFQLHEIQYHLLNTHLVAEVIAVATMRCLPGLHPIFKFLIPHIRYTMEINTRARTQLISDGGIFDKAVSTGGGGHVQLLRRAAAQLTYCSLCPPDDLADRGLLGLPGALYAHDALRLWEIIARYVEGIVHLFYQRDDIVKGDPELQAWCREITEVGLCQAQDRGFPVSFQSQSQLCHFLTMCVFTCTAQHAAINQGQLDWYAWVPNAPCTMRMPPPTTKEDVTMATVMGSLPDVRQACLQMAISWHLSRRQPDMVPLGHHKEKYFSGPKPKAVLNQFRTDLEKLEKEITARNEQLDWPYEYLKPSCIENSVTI
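Purified human 12hLO (150 nM), preincubated 15 min with compound, then 40 uM arachidonic acid for 30 min, room temperature, Hepes pH 7.0 with 0.01% Triton X-100. Hydroperoxide detected by ferrous iron/xylenol orange; 573/405 nm absorbance ratio gives reaction progress.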
IMPase inh – cell-permeable inhibitors of inositol monophosphatase (IMPase); AID 901; 120,000 tested, under 10 active; inhibition (IP1 accumulation), % at 46.1 µM; CHO-M1 cells, IP1 accumulation, HTRF TR-FRET ratio; active means well fitted curve in the direction sought with a large enough effect in the signal ratio, not every such curve was filed as active; inconclusive means small, poorly fitted or top-dose-only effect, or a change in a side signal; inactive means no such curve, though single readings can be large or run the other way; the % refers to the signal ratio;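 further: cells stimulated with carbachol in lithium chloride buffer; plate controls were DMSO basal wells for no effect and reference inhibitor wells for full effect; higher means more IMPase inhibition seen as more IP1 and lower FRET ratio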
Target sequence (P97697 whole entry, looked up): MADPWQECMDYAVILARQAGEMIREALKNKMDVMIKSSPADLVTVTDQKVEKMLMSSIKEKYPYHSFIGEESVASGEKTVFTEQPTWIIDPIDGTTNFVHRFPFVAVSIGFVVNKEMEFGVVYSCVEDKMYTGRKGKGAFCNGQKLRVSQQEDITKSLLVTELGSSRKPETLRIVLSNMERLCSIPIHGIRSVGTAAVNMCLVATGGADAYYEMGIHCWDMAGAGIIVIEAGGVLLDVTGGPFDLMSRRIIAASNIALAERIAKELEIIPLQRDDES
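Elevated IP1 in lysates lowers TR-FRET signal (665/620 ratio and 620 channel reported). Cells were CHO-M1, given carbachol (50 uM as added) plus 50mM LiCl, pH 7.4, 30 min, 37C; compounds titrated up to 46 uM; AC50 by Hill equation.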
* hit, by the source's call; u = inconclusive; x = no result given; [ ] = remark or other dose. Unless noted, the call rests on the fitted dose curve; in most records, active means well fitted curve in the direction sought with a large enough effect; inconclusive means small, poorly fitted or top-dose-only effect, or another doubt; inactive means no such curve, though single readings can be large; an effect the other way counts as inactive or inconclusive. Unless noted, on the % scale 0 is the no-effect control and ±100 the full control effect. Outcome played no part in choosing rows; about 3.1% have a hit in one of these screens.

SMILES	ALOX15B inhib	PNC assembly inh	12-hLO inh	IMPase inh
COC(=O)c1ccc2ncccc2c1	-4.8%	33.4	-3.8%	0.2
O=C(O)CC(C(=O)OCCOc1ccccc1)N1CCOCC1 (stereo unspecified)	1.1%	-9.3	6.4%	8.3
Cc1ccc(C(=O)NC(=S)N2CCN(C)CC2)cc1	0.9%	20.1	5.2%	-2.2
CCC1(O)CC(C(=O)OC)=NN1C(=O)c1ccccc1 (stereo unspecified)	-8.0%	u	0.3%	-7.2
COc1ccc(NC(C)=O)cc1NC(=O)CSc1nnc(-c2ccccn2)n1C	-2.4%	-23.8	-1.2%	-5.7
Cc1cc(=O)oc2c(OS(C)(=O)=O)c(OS(C)(=O)=O)ccc12	-6.4%[11.4 µM]	x	2.3%[11.4 µM]	x
COc1ccc(CNC(=O)CN=C2NC(=O)C(c3ccccc3)(c3ccccc3)N2)cc1	x	u	-2.1%	x
COc1cccc(N2CCN(C(=O)NC3CCCCC3)CC2)c1	4.3%	u	-5.5%	-1.4
COc1ccc(N(CC(=O)N/N=C/c2cccs2)S(=O)(=O)c2ccc(OC)c(OC)c2)cc1	-8.1%	-7.3	-3.2%	0.2
CCCCCOc1ccc(C(=O)NCC(=O)NCC(=O)OCC)cc1	-0.7%	14.2	-4.8%	-0.6
CC(C)Cn1c(=O)c2ccccc2c2ccccc2c1=O	1.4%	13.8	-11.5%	-1.9
Cc1cc(C)c(C#N)c(SCS(=O)c2ccc(C(C)(C)C)cc2)n1 (stereo unspecified)	-3.4%	u	-9.6%	7.8
CCn1c(N)c(C(=O)NC)sc1=S	3.5%	u	-13.8%	-2.6
CCCOc1ccc(CN(CCC#N)C(=S)NC(=O)c2ccccc2)cc1	x	u	-4.6%	x
COc1cc(NC(=O)CSc2ccccc2)c(C(=O)O)cc1OC	x	17.7	4.4%	-7.1
CC1(C)OC(=O)C(=CNc2ccccc2)C(=O)O1	-3.0%	2.6	-1.3%	2.2
Cn1c(=O)c2c(nc(SCC(=O)NCc3ccc4c(c3)OCO4)n2Cc2ccc(Cl)cc2)n(C)c1=O	x	-100.0*	-0.1%	-3.0
CCc1cc2c(=O)nc3n(c2s1)Cc1ccccc1/C3=C(/O)c1cccc([N+](=O)[O-])c1	-17.9%	-21.2	-6.0%	0.1
COc1ccc(N2C(=O)C3C4C=CC(C4)C3C2=O)c(OC)c1 (stereo unspecified)	-5.2%	5.8	-1.9%	2.1
O=C1CCCN1c1ccc(S(=O)(=O)Oc2cccc(Cl)c2)cc1[N+](=O)[O-]	-5.8%	-106.0*	-7.1%	2.7
O=C1COc2ccc(C(=O)NCc3ccc4c(c3)OCO4)cc2N1	-4.4%	-29.0	-3.1%	10.5
COc1cc2c(cc1OC)C1=NC(=O)CN1C(SCc1ccc(C)cc1)=N2	-10.0%	7.0	-4.5%	-6.5
CC(C)CCn1nnnc1C(c1ccccc1F)N1CCC(C(N)=O)CC1 (stereo unspecified)	0.3%	u	2.8%	-8.8
NS(=O)(=O)c1cc(C(=O)NCCOc2ccccc2)c(Cl)cc1Cl	x	-9.3	2.4%	x
Cc1ccc(-c2csc3nnc(SCC(=O)NCc4ccc5c(c4)OCO5)n23)cc1	4.7%[2.29 µM]	-19.6	-5.9%	4.9
CCOC(=O)c1cc(-c2ccccc2)sc1NC(=O)C(C)OC(=O)c1ccncc1 (stereo unspecified)	x	-21.6	-0.9%	x
CCCCn1nc2cc(C(=O)NCc3ccccc3)ccc2c1OCC	-7.1%	1.3	-1.0%	5.5
O=C(NNc1ccc(C(F)(F)F)cc1[N+](=O)[O-])c1ccc(NS(=O)(=O)c2ccc(F)cc2)cc1	x	-11.6	u	x
COc1cc(NC(=O)c2cccs2)c(C(=O)OCC(=O)NCc2ccccc2)cc1OC	-28.8%	-14.4	-3.8%	-0.7
CCOC(=O)C1=C(c2ccccc2)N=C2SCC(=O)N2C1c1cccc(OC)c1 (stereo unspecified)	-4.1%	-24.5	-2.7%	-4.5
CCOC(=O)CCS(=O)(=O)c1nc(-c2ccccc2)cc(C(F)(F)F)n1	-8.2%	-8.1	-0.8%	-0.2
CSc1ccc(C(=S)N2CCN(C(c3ccccc3)c3ccccc3)CC2)cc1	-4.7%	u	-2.7%	4.6
CC(=O)/C=C(\C)Nc1ccc(-c2cnc(-c3ccccc3)o2)cc1	7.0%	-29.7	-3.9%	u
N#Cc1cn(CCOc2ccc(F)cc2)c2ccccc12	x	u	-9.3%	9.2
O=C(COC(=O)Cc1ccsc1)Nc1ccc(S(=O)(=O)N2CCOCC2)cc1	x	u	-1.6%	-3.5
CCOc1ccccc1N1CCN(C2=C(NS(=O)(=O)c3cccs3)C(=O)c3ccccc3C2=O)CC1	-6.6%	10.8	-6.3%	23.4
CC(OCC(O)CN(C)CCOc1ccccc1)c1ccc(Cl)cc1 (stereo unspecified)	19.3%	10.0	-4.3%	11.1
O=C(O)CCCN=CC1=C(O)C(C(=O)c2ccccc2)CCC1=O (stereo unspecified)	x	u	-3.9%	-7.9[0.369 µM]
C=CCN=C1NN=C(c2cc(C)n(CCOC)c2C)CS1	x	u	-1.4%	x
CCn1c(CNC(C)=O)nnc1SCC(=O)c1ccc(Br)cc1	6.7%	7.5	-17.0%	1.4
C=C(C)CN(CC)C(=O)COc1ccc(S(=O)(=O)Nc2ccc(OC)cc2)cc1	3.3%	5.6	-4.2%	-0.6
N#CCCN(Cc1ccccc1)C(=S)NC(=O)c1ccccc1	-11.6%	52.7	0.6%	0.0
Cc1ccc(/C=N/Nc2cccc3cccnc23)c(O)c1	u	22.4	u	5.0
COc1ccc(N2CCN(C(=O)Nc3ccc(S(=O)(=O)N(C)C)cc3)CC2)cc1	4.1%[11.4 µM]	16.6	6.8%	-0.7[1.84 µM]
C[C@]12CC[C@H]3c4ccc(O)cc4CC[C@@H]3[C@H]1CC[C@@H]2OC(=O)CCC1CCCC1	-5.7%[11.4 µM]	x	-5.8%[11.4 µM]	x
COc1ccc(C(C)C)cc1S(=O)(=O)n1ccnc1C	x	u	2.7%	x
COc1cc(/C=C/C(=O)NCCN2CCOCC2)cc(OC)c1OC	x	u	-3.1%	x
CCCC(c1nnnn1Cc1ccco1)N1CCC(C(N)=O)CC1 (stereo unspecified)	-3.4%	-25.9	0.1%	11.5
Cc1cccc(/C=c2\s/c(=C\C(=O)C(C)(C)C)[nH]c2=O)c1	-5.7%	18.4	-29.8%	u
O=C(NCc1ccco1)c1cccc(NC(=O)c2ccco2)c1	-6.8%	20.0	4.4%	-6.2
COc1ccccc1NS(=O)(=O)c1ccc(N/N=C/c2c(C)nn(-c3ccccc3)c2N2CCCC2)c([N+](=O)[O-])c1	x	-0.8	0.6%	x
CC1=C(C(=O)Nc2ccccc2)C(c2ccccn2)n2nc(CCCO)nc2N1 (stereo unspecified)	-0.4%	33.7	-3.6%	3.1
CCCN1C(=O)/C(=N\OCC(=O)Nc2ccc(C(C)C)cc2)c2ccccc21	x	68.8	3.8%	x
O=C(CCCN1Cc2ccccc2C1)c1ccc(F)cc1	28.7%	15.6	-1.6%	14.0
O=C(Nc1ccc2oc(-c3ccncc3)nc2c1)c1cccs1	7.3%[2.29 µM]	u	0.9%	-3.7
O=C(CN1CCN(CC(=O)Nc2ccc3c(c2)OCO3)CC1)Nc1ccc(F)cc1	5.7%	-20.9	-3.7%	3.0
CCOc1ccccc1N(CC(=O)NCc1ccc(OC)cc1)S(C)(=O)=O	-2.1%	8.0	-2.3%	2.4
O=C(Cc1ccc(F)cc1)Nc1ccccc1Sc1ccccc1	x	-17.0	0.3%	11.1
CCC1=Nc2cc(C(=O)O)ccc2Sc2ccccc21	x	51.1	-4.7%	x
O=c1oc2ccccc2cc1-c1nc2c(s1)CCc1ccccc1-2	x	7.7	-7.9%	x
The list continues:
SMILES	ALOX15B inhib	PNC assembly inh	12-hLO inh	IMPase inh
Cc1c(C(=O)O)sc2nc3n(c(=O)c12)CCC(C)CC3 (stereo unspecified)	x	-26.0	-0.9%	10.6
CC(=O)N/C(=C\c1ccc(F)cc1)C(=O)N(C)C	x	-3.1	1.1%	x
CCN(CC)S(=O)(=O)c1cccc(C(=O)OCC(=O)c2ccc3c(c2)OCCO3)c1	x	-9.0	-1.6%	x
Cc1cc(/C=N/n2cnnc2)c(C)n1-c1ccc(Cl)cc1Cl	12.9%[2.29 µM]	u	-2.9%	0.9
CCOC(=O)c1cc([N+](=O)[O-])c([N+](=O)[O-])cc1NC(C)=O	x	-25.7	-2.7%	x
O=C(COc1ccc(S(=O)(=O)NC2CCCCC2)cc1Cl)NCC1CCCO1 (stereo unspecified)	0.0%	-4.4	2.2%	7.0
COC(=O)C1=C(C)NC(C)=C(C(=O)OCCN(C)Cc2ccccc2)[C@@H]1c1cccc([N+](=O)[O-])c1	27.8%	x	-5.4%	17.2
CC(C)C(=O)Nc1cccc(-c2csc(-c3ccccc3)n2)c1	x	51.9	-5.7%	-2.9
COc1ccc(/C(O)=C2/C(=O)C(=O)N(c3nc(C)c(C)s3)C2c2ccco2)cc1 (stereo unspecified)	-14.3%	17.1	-3.3%	u
O=C1C2CC=CCC2C(=O)N1c1ccc(Cc2ccncc2)cc1 (stereo unspecified)	-0.4%	u	-1.5%	9.1
O=c1ccnc(S/C=C/c2ccccc2)[nH]1	-4.6%	-13.5	4.4%	3.2
O=C(CNC(=O)c1cccc(Br)c1)N/N=C/c1cn[nH]c1-c1ccccc1	x	40.3	-0.1%	3.5
CCOC(=O)c1sc2ncn(CC(=O)NCC3CCCO3)c(=O)c2c1C (stereo unspecified)	-3.5%	-21.5	-1.0%	-11.1

Sorted by length of the SMILES (ascending): some entries from above.
SMILES	ALOX15B inhib	PNC assembly inh	12-hLO inh	IMPase inh
O=c1ccnc(S/C=C/c2ccccc2)[nH]1	-4.6%	-13.5	4.4%	3.2
CCC1=Nc2cc(C(=O)O)ccc2Sc2ccccc21	x	51.1	-4.7%	x
CC(=O)N/C(=C\c1ccc(F)cc1)C(=O)N(C)C	x	-3.1	1.1%	x
Cc1c(C(=O)O)sc2nc3n(c(=O)c12)CCC(C)CC3 (stereo unspecified)	x	-26.0	-0.9%	10.6
O=c1oc2ccccc2cc1-c1nc2c(s1)CCc1ccccc1-2	x	7.7	-7.9%	x
Cc1cc(/C=N/n2cnnc2)c(C)n1-c1ccc(Cl)cc1Cl	12.9%[2.29 µM]	u	-2.9%	0.9
CCOC(=O)c1sc2ncn(CC(=O)NCC3CCCO3)c(=O)c2c1C (stereo unspecified)	-3.5%	-21.5	-1.0%	-11.1
CCOc1ccccc1N(CC(=O)NCc1ccc(OC)cc1)S(C)(=O)=O	-2.1%	8.0	-2.3%	2.4
O=C(COc1ccc(S(=O)(=O)NC2CCCCC2)cc1Cl)NCC1CCCO1 (stereo unspecified)	0.0%	-4.4	2.2%	7.0
O=C(CNC(=O)c1cccc(Br)c1)N/N=C/c1cn[nH]c1-c1ccccc1	x	40.3	-0.1%	3.5
O=C(CN1CCN(CC(=O)Nc2ccc3c(c2)OCO3)CC1)Nc1ccc(F)cc1	5.7%	-20.9	-3.7%	3.0
CCOC(=O)c1cc([N+](=O)[O-])c([N+](=O)[O-])cc1NC(C)=O	x	-25.7	-2.7%	x
CCN(CC)S(=O)(=O)c1cccc(C(=O)OCC(=O)c2ccc3c(c2)OCCO3)c1	x	-9.0	-1.6%	x
COc1ccc(/C(O)=C2/C(=O)C(=O)N(c3nc(C)c(C)s3)C2c2ccco2)cc1 (stereo unspecified)	-14.3%	17.1	-3.3%	u
COC(=O)C1=C(C)NC(C)=C(C(=O)OCCN(C)Cc2ccccc2)[C@@H]1c1cccc([N+](=O)[O-])c1	27.8%	x	-5.4%	17.2
